PostGolgi ctrl: growth inhibition of yeast control strain, primary screen, counter-screen for post-Golgi transport modulator project. efflux-deficient yeast background strain, growth absorbance A615, 16 h. inhibition, % at 10 µM. 98,000 compounds, 5% hits. AID 738, 2007
LYP inh 2: PTPN22 phosphatase inhibitors, primary screen, biochemical, DiFMUP fluorescence, 2 µM | Tyrosine-protein phosphatase non-receptor type 22 (Homo sapiens), Q9Y2R2 | recombinant LYP catalytic domain | inhibition, % at 2 µM | 96,000 compounds, 0.21% hits | AID 640, 2007;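 active = inhibition at 2 µM at or above a set limit, the screen mean plus 3 SD, cut at about 24% in these data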;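 note: 0% = DMSO with enzyme and 100% = enzyme fully blocked by orthovanadate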
EphB4 antag: EphB4-ephrin-B2 interaction antagonists, primary screen, biochemical, TNYL-RAW peptide probe, fluorescence polarization; inhibition, % at 7 µM; EphB4 LBD / TNYL-RAW-Alexa532 peptide; 97,000 compounds, 0.15% hits;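 active = inhibition above the screen-wide mean inhibition plus 3 SD, cut at about 15% in these data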;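 note: 0% = DMSO wells and 100% = excess unlabeled TNYL-RAW peptide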
Target sequence (P54760 whole entry, looked up, the tested form may be a part): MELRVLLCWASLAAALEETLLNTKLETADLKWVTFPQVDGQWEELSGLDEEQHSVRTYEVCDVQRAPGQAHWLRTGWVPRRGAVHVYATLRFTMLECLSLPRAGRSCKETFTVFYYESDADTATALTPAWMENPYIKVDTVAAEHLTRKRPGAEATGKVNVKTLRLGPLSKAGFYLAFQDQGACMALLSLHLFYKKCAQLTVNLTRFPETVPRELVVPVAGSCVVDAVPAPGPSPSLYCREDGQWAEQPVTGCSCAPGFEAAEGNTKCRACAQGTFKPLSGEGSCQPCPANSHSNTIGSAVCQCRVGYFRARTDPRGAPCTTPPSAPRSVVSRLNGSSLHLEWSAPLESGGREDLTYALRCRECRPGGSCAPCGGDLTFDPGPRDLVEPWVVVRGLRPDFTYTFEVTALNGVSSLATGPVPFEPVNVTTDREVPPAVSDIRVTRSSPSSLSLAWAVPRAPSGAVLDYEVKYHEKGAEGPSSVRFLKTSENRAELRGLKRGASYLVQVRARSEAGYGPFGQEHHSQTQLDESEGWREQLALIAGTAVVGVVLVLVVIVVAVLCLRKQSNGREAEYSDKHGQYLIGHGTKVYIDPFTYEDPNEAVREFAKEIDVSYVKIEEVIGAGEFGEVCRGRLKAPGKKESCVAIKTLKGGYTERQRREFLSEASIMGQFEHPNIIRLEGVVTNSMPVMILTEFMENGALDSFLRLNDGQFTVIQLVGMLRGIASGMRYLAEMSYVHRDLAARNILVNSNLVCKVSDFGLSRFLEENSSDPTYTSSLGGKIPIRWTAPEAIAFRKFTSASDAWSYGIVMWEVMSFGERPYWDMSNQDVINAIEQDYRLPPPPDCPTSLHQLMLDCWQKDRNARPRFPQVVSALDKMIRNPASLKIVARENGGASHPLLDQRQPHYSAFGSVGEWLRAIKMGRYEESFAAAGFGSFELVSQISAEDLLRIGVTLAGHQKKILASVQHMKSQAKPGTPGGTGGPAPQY
HIV Rev-RRE inh: HIV-1 Rev-RRE binding inhibitors, primary screen, biochemical, FRET, protein-RNA interaction; Rev peptide-RRE RNA binding; P05866; inhibition, % at 8 µM; 97,000 compounds, 0.79% hits; AID 704, 2007;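 active = inhibition above the screen-wide mean plus 3 SD, cut at about 35% in these data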;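 note: 0% = median DMSO wells and 100% = median Neomycin B control wells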
Target sequence (P05866 whole entry, looked up): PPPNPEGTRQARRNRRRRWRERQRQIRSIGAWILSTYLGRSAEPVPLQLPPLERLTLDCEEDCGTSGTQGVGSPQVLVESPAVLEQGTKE
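Test system – labelled RRE RNA duplex and labelled Rev peptide · Reagent – labelled Rev peptide · Doses – one concentration, 8 µM nominal · Incubation – 5 + 15 min at 25 °C · Signal – FRET fluorescence readout · Read-out basis – % inhibition of FRET ratio versus controls · Control set – DMSO wells as 0% and neomycin B wells as 100% inhibition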
S1P2 agonist: S1P2 receptor agonists, primary screen, cell-based; 97,000 compounds, 0.46% hits; S1P2-expressing cell line, agonist reporter read-out; activation, % at 4.5 µM; in the data active = activation above about 16%;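 note: 0% = vehicle low control and 100% = maximal reference agonist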
FAK inh: FAK kinase inhibitors, primary screen, biochemical | inhibition, %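 (tested at 7 µM)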 | AID 727, 2007 | 97,000 compounds, 0.84% hits | biochemical FAK kinase activity assay | Focal adhesion kinase 1 (Homo sapiens), Q05397; in the data active = inhibition above about 19%;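 note: 0% = DMSO and 100% = reference compound high control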
PostGolgi yeast: phenotypic screen on post-Golgi transport, primary screen; post-Golgi transport phenotypic cell assay; inhibition, % at 10 µM; 98,000 compounds, 0.9% hits;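 note: yeast cells grown in 1536-well plates; yeast grown about 18 h at 30C before absorbance read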
S1P2 antag: human S1P2 receptor antagonists, primary screen, cell-based; AID 736, 2007; Sphingosine 1-phosphate receptor 2 (Homo sapiens), O95136; cell-based S1P2 antagonist assay, inhibition at 5 uM; 97,000 compounds, 0.21% hits; inhibition, % at 5 µM; in the data active = inhibition above about 45%;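 note: CRE beta-lactamase reporter cells expressing human S1P2 stimulated with S1P; 0% = agonist at EC80 alone and 100% = agonist plus reference antagonist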
PTPN22 act: LYP phosphatase activators, primary screen, biochemical, DiFMUP fluorescence, 2 µM | Tyrosine-protein phosphatase non-receptor type 22 (Homo sapiens), Q9Y2R2 | recombinant LYP; 0 = plate median, 100 = signal doubled | AID 697, 2007 | activation, % at 2 µM | 96,000 compounds, 0.11% hits;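 active = activation at 2 µM above a set limit, the mean plus 5 SD, cut at about 37% in these data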
* = called active by the depositor; / = not tested or not shown. Cut-off read from the data, not from the text of the source, unless noted: active = inhibition above about 30%; inactive = the rest.

Molecule	PostGolgi ctrl	LYP inh 2	EphB4 antag	HIV Rev-RRE inh	S1P2 agonist	FAK inh	PostGolgi yeast	S1P2 antag	PTPN22 act
NS(=O)(=O)c1ccc(CCNC2CC(=O)N(CCc3ccccc3)C2=O)cc1 (stereo not drawn)	4	-1	-4	-2	-2	-7	14	-16	0
COc1ccc(C(=O)CSc2nnc(-c3ccoc3C)n2CC2CCCO2)cc1 (stereo not drawn)	8	-11	3	2	-5	-1	-5	12	8
COc1cc(NS(=O)(=O)c2ccc(N/C=C(\C#N)c3nc4ccccc4o3)cc2)nc(OC)n1	1	2	1	2	-2	-3	3	-24	4
CNC(=O)c1sccc1SCc1ccc(Cl)cc1Cl	22	6	-1	7	-4	4	-7	0	-6
O=c1[nH]c2cnccc2n1-c1ccccc1	8	-3	-9	5	-2	0	3	-32	1
COc1ccc(-c2cc(C(F)(F)F)nc(N3CCN(C)CC3)n2)cc1OC	-2	11	5	4	-2	-7	11	-22	-8
COc1cc(C2C(C(=O)c3ccc(C)o3)=C(O)C(=O)N2CCc2ccccc2)ccc1O (stereo not drawn)	-5	9	2	5	-2	-5	16	6	-5
Cn1c(=O)c2c(nc(SCCN3CCOCC3)n2Cc2ccccc2Cl)n(C)c1=O	9	3	-5	4	-7	2	4	-11	-6
Cc1cc(C)cc(OCC(O)CN2C(=O)NC(C)(C)C2=O)c1 (stereo not drawn)	5	/	-1	-1	-4	1	-2	-12	/
Cc1ccc(S(=O)(=O)c2c(C)nn(C(C)(C)C)c2OC(=O)C(C)(C)C)cc1	18	6	-3	4	1	2	0	8	-9
O=C(CCN1C(=O)C2C3C=CC(C3)C2C1=O)NCCN1CCCc2ccccc21 (stereo not drawn)	39*	0	-4	4	-3	1	-2	18	-1
O=C(Nc1ccc(F)cc1)N1CCN2C(=O)c3ccccc3C12c1ccccc1 (stereo not drawn)	9	-5	5	7	-5	1	16	-4	7
CCCCN(CCCNC(=O)C1CCCN(S(=O)(=O)CC)C1)Cc1ccccc1 (stereo not drawn)	6	-6	4	3	-4	5	2	15	5
Clc1cccc(Cl)c1Cn1c(-c2cccnc2Cl)nc2ccccc21	50*	7	0	8	-5	-5	10	-8	-4
CCCCN1C(=O)c2ccc(C(=O)Nc3cccnc3)cc2C1=O	3	-8	-3	3	0	0	0	9	2
CC1(C)CC(=O)C(C=Nc2ccc(Cl)cn2)=C(O)C1	3	8	-16	0	-6	1	-8	2	-10
Cc1ccc(S(=O)(=O)N(C)CCCC(=O)N2CCOCC2)cc1	-2	-3	-6	-1	-4	-9	-11	6	3
O=C1NC(c2ccccc2)=C(c2nc3ccccc3s2)C(c2ccc(F)cc2)N1 (stereo not drawn)	41*	-6	3	3	-3	-8	0	1	9
COc1ccc(S(=O)(=O)N(C)C2CCN(C)CC2)cc1	15	-6	-6	2	0	-4	-2	0	4
CSCCC(NC(=O)C12CC3CC(CC(C3)C1)C2)C(=O)OCC(=O)c1ccc(Cl)cc1 (stereo not drawn)	17	1	-7	6	-3	1	-3	-18	2
NS(=O)(=O)c1ccc(CNC(=O)/C=C/c2ccccc2)cc1	-4	3	-4	-1	-2	-3	-5	11	1
CCOC(=O)c1sc2nc(CC(=O)OC)nc(NCC(=O)OC)c2c1C	10	3	4	2	-10	-3	8	7	-2
CC1(C)CC(c2csc(N)n2)CCO1 (stereo not drawn)	0	-8	-8	0	-5	-5	9	2	5
O=C(COC(=O)CC1CC2CCC1C2)NC(=O)NCc1ccco1 (stereo not drawn)	5	9	2	11	-3	0	0	-21	-7
CC(=O)C1=C(C)Nc2ncnn2C1c1ccc(Cl)cc1Cl (stereo not drawn)	3	-8	5	6	-8	6	-5	16	6
C/C(N)=C(/C#N)C(=O)COC(=O)C(NS(=O)(=O)c1ccc(Cl)cc1)C(C)O (stereo not drawn)	8	-2	8	3	-2	1	1	12	-1
CC1CCN(C2(O)C(=O)Nc3ccc([N+](=O)[O-])cc32)CC1 (stereo not drawn)	0	-1	-2	-1	2	-6	0	-14	6
COC(C(=O)Nc1ccccc1F)c1ccccc1 (stereo not drawn)	11	-14	0	-1	2	1	7	-20	17
COC(=O)c1ccc(CSc2ncnc3c2sc2nc(N4CCOCC4)c4c(c23)CCCC4)o1	/	8	1	9	-3	0	/	-28	-8
O=C(c1ccco1)N1CCN(C(=O)c2ccc(COc3ccc(Cl)cc3Cl)o2)CC1	/	8	0	2	-2	4	/	-3	-10
O=C(NC1CCS(=O)(=O)C1)C12CC3CC(CC(C3)C1)C2 (stereo not drawn)	2	-3	1	4	-7	-2	13	6	4
COc1ccc(NC(=O)C2CC(=O)OC23CCOC(C)(C)C3)cc1 (stereo not drawn)	-4	-4	-12	8	-2	1	0	3	5
COc1ccccc1/C=C/C(=O)NC(=S)N(C)C1CCCCC1	-3	2	4	2	-5	7	13	5	0
O=C(c1ccccc1)N1CCN(C(=O)c2cc3ccccc3o2)CC1	31*	8	-4	1	-6	-6	3	-16	-5
Cn1c(N2CCOCC2)c(/C=N/OC(=O)c2ccc(F)cc2)c2ccccc21	34*	-26	-3	1	-2	-6	42*	-4	31
CCOc1cccc(-c2nnc(SCC(=O)Nc3ccc(OC)c(OC)c3)n2N)c1	4	8	0	2	-7	-1	12	-1	-8
Cc1ccc(O)c(C(=O)c2coc(=N)c(C(=O)NC(C)C)c2)c1	1	-13	-4	3	-3	1	-5	-8	11
O=C(CSc1nc2ccccc2s1)Nc1nccs1	11	4	0	-1	-6	1	-1	-9	-2
COC(=O)C1=C(C)N(c2cc(Cl)cc(Cl)c2)C(=O)C1	0	2	-1	5	-4	0	-7	9	-4
CCC(NC(=S)NCc1ccccc1)C(=O)O (stereo not drawn)	-4	-17	6	4	-9	-1	2	1	19
CNC(=O)C(Sc1nc(C)nc2c1oc1ccccc12)C(C)=O (stereo not drawn)	9	6	-2	15	0	0	3	-4	-6
COc1cccc(-c2nc(CS(=O)CC(=O)NCc3ccccc3Cl)c(C)o2)c1 (stereo not drawn)	14	-5	-3	8	-6	-5	-7	6	4
COC(=O)c1ccccc1NC(=O)Cn1cnc2c(cnn2-c2ccc(C)c(C)c2)c1=O	/	12	-2	12	-11	-2	/	-7	-12
Cc1ccc(N=Nc2c(=O)[nH]n3c(=O)cc(C)[nH]c23)cc1	4	-3	7	3	-5	-4	-1	10	-2
COc1cc(OC)cc(C(=O)N2CCN(Cc3ccccc3C(F)(F)F)CC2)c1	13	-2	2	0	-5	-12	-5	3	-1
CCOc1cc(C(C#N)N2CCCCC2)ccc1OC (stereo not drawn)	6	2	2	7	-9	-1	13	-4	0
Cc1nnc(N(C(=O)c2cnccn2)c2ccccc2)s1	2	-2	-9	5	-4	1	15	-14	3
COc1ccc(C2C(C(=O)N3CCCCC3)CC(=O)N2c2ccc(OC)cc2)cc1 (stereo not drawn)	-3	-15	-1	-1	-6	3	0	-6	17
COC(=O)NCc1ccc(S(=O)(=O)N2CCOCC2)cc1	4	18	1	5	-2	0	12	1	-18
CCc1nc2c(cnn2-c2ccc(Cl)cc2)c(=O)n1-c1ccc2c(c1)OCCO2	11	14	-2	4	-6	-4	13	-4	-10

Continued; the last two above are carried over.
Molecule	PostGolgi ctrl	LYP inh 2	EphB4 antag	HIV Rev-RRE inh	S1P2 agonist	FAK inh	PostGolgi yeast	S1P2 antag	PTPN22 act
COC(=O)NCc1ccc(S(=O)(=O)N2CCOCC2)cc1	4	18	1	5	-2	0	12	1	-18
CCc1nc2c(cnn2-c2ccc(Cl)cc2)c(=O)n1-c1ccc2c(c1)OCCO2	11	14	-2	4	-6	-4	13	-4	-10
CCN1CCN(c2c(Cl)cccc2NC(=O)c2ccco2)CC1	1	-2	4	1	-4	1	-3	-15	2
COc1cccc(C(=O)Nc2ncc3c(n2)CC(C)(C)CC3=O)c1	-1	8	2	-2	-5	2	-4	-16	-10
CCOC(=O)/C(C#N)=C1/SC(C)C(=O)N1c1ccc(Br)cc1 (stereo not drawn)	-2	2	-4	-3	3	0	0	-7	-2
CCOc1ccc(CC(=O)Nc2c(C(N)=O)oc3ccccc23)cc1OCC	-4	-2	-8	-2	0	-4	-1	-16	-2
CCCCNC(=O)COC(=O)c1cc(C)nc2ccccc12	9	8	1	2	-3	1	3	-2	-7
CCn1c(C(=O)NCc2cccnc2)cc2sc(Cl)cc21	5	-9	4	7	-9	6	14	27	10
CN1CCN(C(=O)C2CC(=O)N(c3ccc(F)c(Cl)c3)C2)CC1 (stereo not drawn)	-4	3	-3	6	-2	-2	1	17	-6
CC(NS(=O)(=O)c1ccccc1)C(c1cccs1)N1CCN(C)CC1 (stereo not drawn)	/	1	7	5	-4	-4	/	18	6
CSc1cccc(NC(=O)c2ccc(Cl)nc2)c1	4	5	7	11	-6	5	5	17	-4
Cc1cccc(OCC(=O)NC(=S)N2CCCc3ccccc32)c1	4	-3	-9	-5	-7	-7	15	-8	8
COCC(C)OC(=O)C(C#N)c1nc2ccccc2nc1N1CCN(Cc2ccccc2)CC1 (stereo not drawn)	21	-2	3	14	-2	0	4	10	1
Cc1ccc(COn2c(-c3ccc(Cl)cc3Cl)nc3ncccc32)cc1	64*	8	3	8	-2	3	9	1	-7
CCOc1ccccc1NC(=O)c1ccccc1-c1nc(-c2ccccc2)no1	13	-4	4	18	-4	9	8	10	2
Cc1ccc(-n2nc(C)c3c(C)c(CCC(=O)NCc4ccccc4)c(C)nc32)cc1	19	-3	-3	1	-2	-10	-3	14	0
CN1CCN(C2=C(Cl)C(=O)C(c3cnc(N4CCCCC4)s3)=C(Cl)C2=O)CC1	/	7	2	8	-5	12	/	25	-2
COc1ccc(-c2nnc(SCC(=O)N3CCOCC3)o2)cc1	1	10	-6	7	-3	-1	0	-4	-10
CC1(C)CC(NC(=O)CC(c2ccccc2)c2ccccc2)CC(C)(C)N1	-3	-4	3	8	-10	1	-1	6	7
CCOC(=O)N1CCC(N2CC34C=CC(O3)C(C(=O)Nc3ccc(F)cc3)C4C2=O)CC1 (stereo not drawn)	-3	-9	2	8	-1	7	-6	12	9
CCOC(=O)CCc1c(C)c2ccc(OCc3nn[nH]n3)c(C)c2oc1=O	-8	3	-3	3	-7	-3	4	0	-3
CCOc1cc(N2CCOCC2)c(OCC)cc1NC(=O)COC(=O)[C@H](Cc1c[nH]c2ccccc12)NC(C)=O	1	9	6	8	-7	-1	-7	-14	-6
O=C(COc1ccc(F)cc1)N(CC1=CCS(=O)(=O)C1)c1ccccc1	7	10	-3	6	-6	9	4	2	-7
COc1ccc(C)cc1-n1nnnc1SCn1nnc2ccccc2c1=O	24	-5	-5	6	-3	0	-1	44	5
CC(C)(C)c1ccc(OCC(=O)N/N=C/c2cc(Br)ccc2OC(=O)c2ccco2)cc1	9	5	-6	10	-5	-2	-12	0	-2
CCOc1ccccc1N(CC(=O)Nc1ccc(S(=O)(=O)N2CCOCC2)cc1)S(=O)(=O)c1ccccc1	-5	11	-6	-5	-5	-4	1	-20	-8

Source: PubChem (several laboratories)
